Screening results (PubChem BioAssay)
Mdm2 ligase inh = MDM2-luciferase reporter signal enhancers, primary screen, MDM2 E3 ligase inhibitor project, cell-based, luminescence, 1536-well | signal enhancement, % at 5 µM | cell-based MDM2 ubiquitination luciferase reporter, 2 h; 0 = plate control, 100 = twice control, blank-subtracted | actives 0.11% (n = 210,000) | E3 ubiquitin-protein ligase Mdm2 (Homo sapiens), Q00987 | AID 1230, 2008;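 active means signal enhancement of 30% or more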;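 further: luminescence tracks abundance of the self-degrading MDM2-luciferase fusion protein; higher signal means inhibition of MDM2 E3 ligase activity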
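System: stable MDM2–luciferase fusion reporter cells / Input: 2000 cells seeded into each well / Schedule: 4 h settle plus 2 h compound, 37 °C / Compound: single-point 5 µM / Buffer or medium: cells held in DMEM / Benchmarks: control and blank well means / Evaluation: percent signal gain over controls, blank-subtracted / Measured by: luciferase luminescence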
FXIIa inh 1536 = human FXIIa protease inhibitors, primary screen, biochemical, 1536-well; Coagulation factor XII (Homo sapiens), P00748; purified FXIIa, Boc-QGR-AMC fluorogenic substrate, 2 h; actives 0.3% (n = 220,000); inhibition, % at 5 µM; in the data active means inhibition above about 40%;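 further: 0% = enzyme with no compound and 100% = blank without enzyme; many of its hits are not listed in these tables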
eIF4E-4G inh = eIF4E–eIF4G protein interaction inhibitors, primary screen, biochemical, uHTS, TR-FRET, eIF4GI fragment; Eukaryotic translation initiation factor 4E (Mus musculus) + Eukaryotic translation …; TR-FRET eIF4E-eIF4GI(517-606) binding, 2 h; inhibition, % at 21.7 µM; actives 0.37% (n = 220,000);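 active means inhibition above about 30%, limit read from the data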;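 further: 0% = full FRET control wells and 100% = background wells lacking eIF4GI fragment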
p97 inhibitor = inhibitors of human p97 ATPase, primary screen, biochemical. AID 1481, 2009. actives 0.42% (n = 220,000). Transitional endoplasmic reticulum ATPase (Homo sapiens), P55072. recombinant p97 ATPase, Kinase-Glo ATP luminescence, 3 h. inhibition, % at 8 µM; in the data active means inhibition above about 15%;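 further: 0% = DMSO vehicle and 100% = wells lacking enzyme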
Rad51 HR inh = human RAD51 strand exchange inhibitors, primary screen, biochemical, fluorescence; DNA repair protein RAD51 homolog 1 (Homo sapiens), Q06609; hRad51 DNA strand exchange, fluorescence dequenching; inhibition, % at 10 µM; actives 0.085% (n = 200,000);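 active means inhibition above 40% at the single screening dose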;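 further: 0% = DMSO control wells and 100% = blanks with heterologous ssDNA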
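Read-out basis: percent inhibition relative to plate controls and blanks / Assay system: human Rad51 nucleoprotein filaments preassembled on unlabelled ssDNA / Timing: filaments 15 min 37 °C, then compound 30 min / Control set: per-plate controls and blanks / Technique: fluorescence dequenching at 485/520 nm / Compound: 10 µM final, single point / Also added: Fluorescein- and BHQ1-tagged 47-mer duplex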
FXIa inh 1536 = human FXIa protease inhibitors, primary screen, biochemical, 1536-well. Coagulation factor XI (Homo sapiens), P03951. purified FXIa, Boc-Glu-Ala-Arg-AMC fluorogenic substrate. inhibition, % at 5 µM. actives 0.14% (n = 220,000). AID 798, 2007;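 active means inhibition of at least 40%; inactive means inhibition below 40%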;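 further: fluorescence of freed AMC excited at 355 nm; 0% = enzyme without compound and 100% = no enzyme blank; many of its hits are not listed in these tables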
Target sequence (P03951 19-387 limits assumed): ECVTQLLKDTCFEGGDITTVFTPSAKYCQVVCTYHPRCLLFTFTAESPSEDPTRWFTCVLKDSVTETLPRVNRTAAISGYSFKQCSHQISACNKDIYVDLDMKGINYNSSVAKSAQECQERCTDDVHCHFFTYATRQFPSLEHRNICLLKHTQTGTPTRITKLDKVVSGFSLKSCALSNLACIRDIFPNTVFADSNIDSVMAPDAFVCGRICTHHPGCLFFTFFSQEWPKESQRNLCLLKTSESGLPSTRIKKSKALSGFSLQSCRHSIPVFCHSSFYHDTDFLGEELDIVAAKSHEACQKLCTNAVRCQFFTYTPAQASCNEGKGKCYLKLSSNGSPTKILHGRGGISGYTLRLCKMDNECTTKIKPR
Target sequence (P03951 388-625 limits assumed): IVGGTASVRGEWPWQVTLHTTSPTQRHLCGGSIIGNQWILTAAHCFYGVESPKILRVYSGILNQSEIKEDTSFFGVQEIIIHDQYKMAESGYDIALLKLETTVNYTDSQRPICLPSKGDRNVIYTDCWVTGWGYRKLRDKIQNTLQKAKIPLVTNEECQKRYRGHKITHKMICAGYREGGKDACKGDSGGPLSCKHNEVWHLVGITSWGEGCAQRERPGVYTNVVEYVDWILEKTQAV
hK5 inh = human KLK5 protease inhibitors, primary screen, biochemical, 1536-well; inhibition, % at 5 µM; actives 0.59% (n = 210,000); recombinant hK5, fluorogenic AMC substrate cleavage; AID 873, 2007; Kallikrein-5 (Homo sapiens), Q9Y337;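 active means inhibition of 40% or more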;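 further: 0% = enzyme controls without compound and 100% = no-enzyme blanks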
14-3-3 Bad inh = inhibitors of 14-3-3 zeta/Bad binding, primary screen, biochemical, TR-FRET, bovine 14-3-3 zeta; TR-FRET 14-3-3zeta/Dy647-pBad peptide displacement, 1 h; inhibition, % at 21.7 µM; actives 0.71% (n = 220,000);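 active means inhibition above about 70%, limit read from the data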;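 further: 0% = full 14-3-3 plus peptide FRET controls and 100% = background without 14-3-3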
Target sequence (P63103 whole entry, looked up): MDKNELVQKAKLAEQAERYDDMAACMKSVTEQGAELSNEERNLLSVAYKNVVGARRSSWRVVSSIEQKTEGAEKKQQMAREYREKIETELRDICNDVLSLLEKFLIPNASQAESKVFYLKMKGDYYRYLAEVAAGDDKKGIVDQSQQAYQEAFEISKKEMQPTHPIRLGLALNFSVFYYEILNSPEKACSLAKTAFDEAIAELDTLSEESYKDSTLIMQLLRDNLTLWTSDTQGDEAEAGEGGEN
Wee1 degr inh = Wee1 degradation inhibitors, primary screen, cell-based, HeLa, Wee1K328M-luciferase, luminescence; HeLa Luc-Wee1K328M stability; 100% = proteasome inhibitor MG132 effect; reporter increase, % at 5 µM; actives 1.2% (n = 220,000); AID 1321, 2008;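 active means activation above the mean of all tested compounds plus 3 SD, set per screening run, cut at about 8.8% in these data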;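 further: cells exposed to compound for 20 h before luminescence read; 0% = DMSO alone and 100% = MG132 at 30 µM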
* hit, by the source's call; . = no result given; [ ] = remark or other dose.

SMILES | Mdm2 ligase inh | FXIIa inh 1536 | eIF4E-4G inh | p97 inhibitor | Rad51 HR inh | FXIa inh 1536 | hK5 inh | 14-3-3 Bad inh | Wee1 degr inh
CCCCOC(=O)Nc1nnc(CCOCC)s1 | -7.8 | -5.0 | -2.4 | 3.6 | -7.2 | -7.5 | -5.8 | -8.5 | 2.9
NS(=O)(=O)c1ccc(CCNC(=O)COC(=O)CN2C(=O)C3CCCCC3C2=O)cc1 (configuration not stated) | -1.0 | 2.4 | 0.2 | 7.0 | -3.5 | -6.0 | -5.6 | -14.5 | -3.3
Cc1c(C(=O)O)nnn1-c1nonc1N | -13.7 | 12.2 | 2.5 | 0.8 | 13.6 | 0.1 | 2.0 | -8.4 | -2.2
Cn1c2ccccc2c2cnn(CC(=O)Nc3ccc(Cl)cc3)c(=O)c21 | -3.5 | 2.1 | -10.8 | 4.5 | 2.0 | -3.2 | -2.6 | 10.0 | 8.1
COc1nn(C(C)C(=O)N2N=C(C(F)F)CC2(O)C(F)F)cc1[N+](=O)[O-] (configuration not stated) | -2.6 | 17.9 | -2.2 | 0.6 | -0.5 | 14.1 | -4.2 | -1.8[fluorescence artefact?] | -0.6
Cc1ccccc1C(=O)N/N=C/c1ccsc1C | -8.0 | 3.1 | 2.1 | 2.1 | . | 2.0 | -10.7 | 4.8 | 3.7
CCCCCCCCCc1nc2sc3c(c2c(=O)n1NC(=O)c1ccccc1[N+](=O)[O-])CC(C)(C)OC3 | -9.5 | 23.6 | -27.3[fluorescence artefact?] | -7.6 | 8.3 | 2.6 | 2.2 | 19.5[fluorescence artefact?] | 0.2
O=C(c1cccnc1)N1CCN(Cc2cccc(Br)c2)CC1 | -18.0 | 17.6 | -0.5[fluorescence artefact?] | 3.5 | 0.7 | 3.5 | -4.5 | 71.2* | -0.9
COc1ccc(CCNC(=O)COc2ccc(N(C)S(=O)(=O)c3ccc(C)cc3)cc2)cc1OC | -20.8 | 26.0 | 2.6 | -5.3 | . | 8.3 | . | 0.4 | -3.3
COCCCNS(=O)(=O)c1ccc(Cl)c(C(F)(F)F)c1 | -10.8 | 2.1 | 9.3 | 2.0 | 26.7 | -2.8 | -2.8 | -13.4 | -2.1
CCN1CCN(C2CC(=O)NC2=O)CC1 (configuration not stated) | -4.7 | 8.7 | 0.2 | 5.9 | -10.0 | 1.5 | 2.0 | -12.6 | 0.5
Cc1cccc(COCCN2CCN(S(=O)(=O)c3ccccc3)CCC2=O)c1 | 15.8 | 5.5 | -2.6 | . | 3.6 | -1.1 | -0.2 | -1.8 | .

Sorted by value in FXIIa inh 1536 (smallest number first): 3 of the compounds above
compound	FXIIa inh 1536
COCCCNS(=O)(=O)c1ccc(Cl)c(C(F)(F)F)c1	2.1
COc1nn(C(C)C(=O)N2N=C(C(F)F)CC2(O)C(F)F)cc1[N+](=O)[O-] (configuration not stated)	17.9
COc1ccc(CCNC(=O)COc2ccc(N(C)S(=O)(=O)c3ccc(C)cc3)cc2)cc1OC	26.0

Continued.
SMILES | Mdm2 ligase inh | FXIIa inh 1536 | eIF4E-4G inh | p97 inhibitor | Rad51 HR inh | FXIa inh 1536 | hK5 inh | 14-3-3 Bad inh | Wee1 degr inh
S=C(Nc1ccc(Oc2ccccc2)cc1)NC1CCCC1 | -16.3 | 10.7 | 0.5[fluorescence artefact?] | -3.8 | 0.9 | 19.2 | -19.6 | -10.6 | 0.1
CNC(=O)C1CC(=O)N(CCc2ccc(OC)cc2)C(=Nc2ccc(OC)cc2)S1 (configuration not stated) | -6.6 | 17.5 | 3.4 | 1.4 | 3.2 | 12.2 | -12.6 | -11.1 | 1.6
O=C(Nc1ccc(NC(=O)c2ccco2)cc1)c1ccc2c(c1)OCO2 | -5.6 | 8.7 | 2.4 | 2.1 | 0.0 | 5.5 | -19.7 | 7.9 | -1.0
CN(C)S(=O)(=O)c1cccc(C(=O)NCc2ccco2)c1 | -5.6 | 3.3 | -9.6 | 1.3 | 1.0 | -9.2 | -16.9 | -6.0 | 2.8
CCc1ccc(CN(C)CC(=O)Nc2ccccc2[N+](=O)[O-])cc1 | -13.6 | 5.5 | -1.9 | 0.2 | 4.6 | -10.4 | 2.9 | 3.5[fluorescence artefact?] | -0.7
NCCCCCc1nnc(SCC(=O)Nc2cccc(Cl)c2)o1 | 5.2 | 20.1 | 5.4 | -0.2 | -8.5 | 0.7 | -10.8 | -0.7 | 2.0
CCCSC1=N/C(=C\C=C\c2ccco2)C(=O)S1 | -13.9 | -3.1 | 3.0 | 9.0 | -11.6 | -5.3 | 8.8 | -0.9 | -2.3
COc1ccc(CC(NC(C)=O)C(=O)NC2CCN(c3c4c(nc5ncnn35)CCC4)CC2)cc1OC (configuration not stated) | . | 6.0 | -10.7 | 1.9 | -0.8 | 0.0 | 3.9 | 3.3 | -1.8
CNS(=O)(=O)c1ccc(N2CCCC2)c([N+](=O)[O-])c1 | -0.3 | 3.0 | -3.0 | 4.1 | 4.3 | -6.7 | -3.2 | -5.9 | -0.2
COc1ccc(NC(=O)Cn2nc(C(F)(F)F)c3c2CCCC3)c(OC)c1 | 0.9 | 6.0 | 4.0 | -6.7 | -0.7 | -7.6 | -21.4 | 7.9 | -1.5
COc1cccc(-n2c(Cc3cc(=O)[nH]c(=O)[nH]3)nnc2SCc2cccnc2)c1 | -16.1 | 16.0 | -2.1 | 5.0 | 1.1 | 4.3 | -2.4 | 0.9 | 1.9
CCC(C)(C)NC(=O)COc1ccc(C(=O)c2ccccc2)cc1 | -4.8 | 4.5 | 5.0 | 0.3 | 3.4 | 1.9 | -1.4 | 6.5 | -1.4
COC(=O)[C@@H]1C[C@@]2(O)[C@H](O)[C@H](O)[C@H](O)C[C@H]2N1Cc1cccc2ccccc12 | 5.2 | 10.2 | -4.4 | . | -1.8 | -1.3 | -1.1 | -1.7 | .
Cc1nnc(SCC(=O)NC(C)(C)C)n1C1CCCCC1 | 6.8 | 6.6 | 4.4[fluorescence artefact?] | 2.9 | 6.8 | 4.2 | 33.7 | -5.3 | 4.0
N#C/C(=C(/O)c1ccc([N+](=O)[O-])cc1)c1nc2ccccc2[nH]1 | -10.8 | 8.7 | -1.1 | 2.7 | . | 1.1 | -0.6 | 3.5 | 0.5

Three structures from above, sorted by formula weight, smallest number first.
SMILES | Mdm2 ligase inh | FXIIa inh 1536 | eIF4E-4G inh | p97 inhibitor | Rad51 HR inh | FXIa inh 1536 | hK5 inh | 14-3-3 Bad inh | Wee1 degr inh
N#C/C(=C(/O)c1ccc([N+](=O)[O-])cc1)c1nc2ccccc2[nH]1 | -10.8 | 8.7 | -1.1 | 2.7 | . | 1.1 | -0.6 | 3.5 | 0.5
COC(=O)[C@@H]1C[C@@]2(O)[C@H](O)[C@H](O)[C@H](O)C[C@H]2N1Cc1cccc2ccccc12 | 5.2 | 10.2 | -4.4 | . | -1.8 | -1.3 | -1.1 | -1.7 | .
COc1cccc(-n2c(Cc3cc(=O)[nH]c(=O)[nH]3)nnc2SCc2cccnc2)c1 | -16.1 | 16.0 | -2.1 | 5.0 | 1.1 | 4.3 | -2.4 | 0.9 | 1.9

Among those listed so far, two contain a thiophene ring, fused or not:
SMILES | Mdm2 ligase inh | FXIIa inh 1536 | eIF4E-4G inh | p97 inhibitor | Rad51 HR inh | FXIa inh 1536 | hK5 inh | 14-3-3 Bad inh | Wee1 degr inh
Cc1ccccc1C(=O)N/N=C/c1ccsc1C | -8.0 | 3.1 | 2.1 | 2.1 | . | 2.0 | -10.7 | 4.8 | 3.7
CCCCCCCCCc1nc2sc3c(c2c(=O)n1NC(=O)c1ccccc1[N+](=O)[O-])CC(C)(C)OC3 | -9.5 | 23.6 | -27.3[fluorescence artefact?] | -7.6 | 8.3 | 2.6 | 2.2 | 19.5[fluorescence artefact?] | 0.2
